Bioassay records deposited in PubChem by Sanford-Burnham Center for Chemical Genomics.
Mac1 fbg enh = enhancers of CD11b/CD18 adhesion to fibrinogen, primary screen, K562 cells, luminescence; Integrin beta-2 (Homo sapiens) + Integrin alpha-M (Homo sapiens), P05107+P11215; ATPlite luminescence; activation, % at 10 µM; actives 0.07% (n = 93,000);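 active = 10 µM primary screen giving 50% or more activity, confirmed by 40% or more on retest at that dose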; note: strong numbers were not always called active; reference of the scale not given here
Target sequence (P05107 whole entry, looked up, other chains not shown): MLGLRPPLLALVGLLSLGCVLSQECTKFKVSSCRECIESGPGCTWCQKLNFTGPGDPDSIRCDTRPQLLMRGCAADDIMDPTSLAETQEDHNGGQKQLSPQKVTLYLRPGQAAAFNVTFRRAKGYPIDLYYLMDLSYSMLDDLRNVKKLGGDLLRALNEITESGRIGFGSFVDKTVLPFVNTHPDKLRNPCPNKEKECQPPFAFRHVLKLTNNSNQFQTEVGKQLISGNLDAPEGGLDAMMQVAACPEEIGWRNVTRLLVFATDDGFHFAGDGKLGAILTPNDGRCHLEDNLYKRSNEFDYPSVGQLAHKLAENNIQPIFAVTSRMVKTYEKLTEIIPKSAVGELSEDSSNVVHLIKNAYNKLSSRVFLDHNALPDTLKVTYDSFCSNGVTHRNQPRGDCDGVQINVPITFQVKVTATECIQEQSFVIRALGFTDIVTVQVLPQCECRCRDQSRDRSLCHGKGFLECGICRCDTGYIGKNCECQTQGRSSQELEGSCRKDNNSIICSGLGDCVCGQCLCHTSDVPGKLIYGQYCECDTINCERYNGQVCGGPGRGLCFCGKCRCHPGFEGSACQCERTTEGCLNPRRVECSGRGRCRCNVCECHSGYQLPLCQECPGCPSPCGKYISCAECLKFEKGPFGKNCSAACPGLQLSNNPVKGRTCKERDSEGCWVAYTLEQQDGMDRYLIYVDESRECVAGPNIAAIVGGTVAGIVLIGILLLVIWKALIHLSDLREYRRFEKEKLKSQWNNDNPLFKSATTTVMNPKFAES
Mac1 fbg inh = inhibitors of CD11b/CD18 adhesion to fibrinogen, primary screen, K562 cells, luminescence | inhibition, % at 10 µM | AID 1497, 2009 | actives 0.54% (n = 93,000) | ATPlite luminescence; Mn2+ added to activate the integrin | Integrin beta-2 (Homo sapiens) + Integrin alpha-M (Homo sapiens), P05107+P11215;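 active = primary inhibition of 50% or more at 10 µM, then 40% or more on retest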; note: some results filed as inactive read as strong as hits
Numbers without * were called inactive. The list is partial; the hit share may differ from the screen's.

SMILES | Mac1 fbg enh | Mac1 fbg inh
CCN1CCN(c2cc(N3CCc4ccccc4C3)c(F)cc2[N+](=O)[O-])CC1 | 4 | 39
CCCCCCN1C=C/C(=C\C=C(C#N)C#N)c2ccccc21 | 5 | 10
Cc1cnc(C(=O)OCC(=O)Nc2ccc(C)c(S(=O)(=O)N3CCCCC3)c2)cn1 | 2 | 6
Clc1ccc(N/N=C/c2cccnc2)cc1 | 1 | 2
CCN(CC)c1ccc(/C=C2\CCC(/C=C(\C#N)C(=O)Nc3ccccc3F)=C2N2CCOCC2)cc1 | 9 | 59
NC(=S)Nn1c(CCC(=O)O)ccc1-c1ccccc1 | -2 | -25
CCCCCN(C(=O)NC(=O)Nc1ccccc1C)S(=O)(=O)c1ccccc1 | -1 | -12
COc1ccccc1CNC(=O)COC(=O)Cc1ccc(Cl)cc1 | 4 | 3
Cc1ccc2cc(/C=N/NC(=O)[C@H](C)NC(=O)OC(C)(C)C)c(Cl)nc2c1 | 9 | 19
CN(CC(=O)Nc1ccc(Cl)c(Cl)c1)C(=O)/C=C/c1ccc(F)cc1 | 1 | -1
CCOC(=O)c1cnc2ccccc2c1Nc1ccc2c(c1)OCCO2 | 9 | 11
Cc1ccc2[nH]c(O)c(N=NC(=O)CCc3ccccc3)c2c1Br | 12 | 5
Cc1c(/C=N\NC(=O)C2COc3ccccc3O2)c2ccccc2n1C (centres undefined) | 0 | 28
COc1ccc2c(c1)c(C(=O)N/N=C/c1ccc(OC)c(OC)c1)c(C)n2C | 2 | 5
NS(=O)(=O)c1ccc(NC(=S)NCc2ccccc2Cl)cc1 | -2 | 6
CCCCc1c(C)nc2ccc(Br)cc2c1SCCC#N | 0 | 24
Cc1cc(C(=O)Cn2ncc(Cl)c(Cl)c2=O)c(C)n1CC(F)(F)F | 61 | -16
COC(=O)c1c(NC(=O)COC(=O)c2ccc(O)cc2)sc2c1CCCCC2 | 9 | 34
COc1ccc(OC2C(=O)N(Cc3ccc(F)cc3)C2c2cc(OC)c(OC)c(OC)c2)cc1 (centres undefined) | 2 | -5
COc1ccc2nc(NC(=O)c3ccc(-c4cccc([N+](=O)[O-])c4)o3)sc2c1 | 9 | 28
Cc1onc(-c2ccccc2)c1C(=O)NNC(=S)NC(=O)/C=C/c1cccs1 | 5 | 1
Cc1ccc(C(=O)Nc2ccc3c4c(cccc24)CC3)cc1[N+](=O)[O-] | -1 | 13
Cc1ccc(C(=O)COC(=O)CN2C(=O)C3C4CCC(C4)C3C2=O)cc1[N+](=O)[O-] (centres undefined) | 4 | -8
CCCc1nnc(NC(=O)CCC(=O)NCCc2ccc(OC)c(OC)c2)s1 | -4 | -4
CCOCCCn1c(SCC(=O)Nc2cc(C(C)(C)C)nn2-c2ccccc2)nc2ccccc2c1=O | 19 | 10
New compounds follow
SMILES | Mac1 fbg enh | Mac1 fbg inh
CCn1c(C)nc2cc(C(=O)NNC(=S)Nc3ccc(Cl)cc3Cl)ccc21 | -1 | 44
CC(C)Oc1ccc(/C=N/NC(N)=S)cc1 | 2 | 9
O=C(CSc1nnc(-c2ccc(O)cc2)n1-c1ccccc1)CC(=O)Nc1ccccc1 | -6 | 17
CCN1C(=O)S/C(=C/c2ccc(Sc3nc4ccccc4[nH]3)o2)C1=O | -8 | 102
O=C(COc1ccc2c(-c3ccccc3)cc(=O)oc2c1)NCc1cccs1 | 4 | 6
O=C(CCSCc1cccc(Cl)c1)NCCc1ccc(Cl)cc1 | 0 | -1
COc1cccc(-c2nn(-c3ccccc3)cc2C(=O)OCC(=O)Nc2ncc(Cl)cc2Cl)c1 | 9 | -12
CC(C)CN(C(=O)COC(=O)c1ccccc1SCC(=O)NC1CCCCCC1)C1CCS(=O)(=O)C1 (centres undefined) | 0 | 4
O=C(CSc1ccc2ccccc2c1)Nc1ncccn1 | 3 | 7
COc1ccc(/C=C/C(=O)N(C)C2CCS(=O)(=O)C2)cc1OC (centres undefined) | 2 | -6
CCOC(=O)c1c(C)[nH]c(C)c1C(=O)COC(=O)c1ccccc1O | 1 | -17
N#CCCn1nc(-c2ccc(Cl)cc2)cc1Nc1ccccc1NC(=O)C(F)(F)F | -7 | 56
Cc1cccc(-n2c(SCN3C(=O)c4ccccc4C3=O)nc3ccccc3c2=O)c1 | 11 | -3
Cc1ccc(Nc2nnc(C(C)(C)C)c(=O)n2N)cc1 | -4 | -3
CC1CN(CC(O)COC(c2ccc(Cl)cc2)c2ccc(Cl)cc2)CC(C)O1 (centres undefined) | 3 | 38
Cc1ccc(C(=O)N/C(=C\c2cccnc2)c2nc3ccccc3[nH]2)cc1 | -2 | -11
Cc1cc(C)nc(NS(=O)(=O)c2ccc(NC(=O)c3ccc(S(=O)(=O)N4CC(C)OC(C)C4)cc3)cc2)n1 (centres undefined) | 0 | 29
O=c1c2ccccc2n2c(-c3cccc(F)c3)nnc2n1Cc1ccccc1 | 1 | 4
O=C(C(=O)N1CCc2ccccc2C1)c1cn(CC(=O)N2CCCC2)c2ccccc12 | 3 | 1
COc1ccc(OC)c(/C=N\NC(=O)c2ccc(=O)n(C)c2)c1 | -1 | 12
CC(NC(=O)COC(=O)c1ccc2c(c1)S(=O)(=O)N=C1CCCCCN12)C12CC3CC(CC(C3)C1)C2 (centres undefined) | 67 | -22
CCOC(=O)/C(C#N)=C/c1cn(CCOc2ccccc2)c2ccccc12 | 2 | 2
COc1cc(/C=N/N2CCN(C3c4ccccc4-c4ccccc43)CC2)cc(OC)c1OC | 15 | 4
COc1ccc(NC(=O)c2ccc(C#CC(C)(C)O)cc2)cc1 | 3 | 19
Cc1ccc(CN2CCc3c(OCc4ccc(F)cc4)cccc3C2=O)cc1 | -17 | 100
Carrying on:
SMILES | Mac1 fbg enh | Mac1 fbg inh
COc1cc2c(cc1OC)CN(C(=S)Nc1ccc(C)cc1C)CC2 | 6 | -15
Fc1ccc2nc(Nc3nc4c(F)cccc4s3)sc2c1 | -9 | 97
Cc1nn(-c2ccccc2)c(N2CCCC2)c1/C=N/NC(=O)c1cc(-c2cccs2)nc2ccccc12 | 32 | 18
Cc1ccccc1CSCC(=O)Nc1ccccc1-c1ccccc1 | -2 | -4
CC(=O)N/C(=C\c1ccccc1)C(=O)OCC(=O)N(C)C1CCCCC1 | -3 | -1
CCN(CC)C(=O)C(C)N(C#N)c1nc(C)cc(C)n1 (centres undefined) | 0 | 0
COc1ccc(C(NC(=O)c2cccc(F)c2)c2ccccc2)cc1 (centres undefined) | 4 | -22
O=C(NC(=S)N1CCc2ccccc21)c1ccccc1Br | 1 | 2
Cc1ccc(NC(=O)c2ccncc2)cc1[N+](=O)[O-] | 1 | 2
COC(=O)CNC(=O)COC(=O)c1ccc(OC)c([N+](=O)[O-])c1 | -1 | 10
Cc1ccc(S(=O)(=O)CCC(=O)NCCN2C(=O)S/C(=C\c3ccccc3)C2=O)cc1 | 6 | 9
COc1cc(NC(=O)/C=C/c2ccccc2[N+](=O)[O-])cc(OC)c1 | 3 | 9
O=c1c2c([N+](=O)[O-])cc([N+](=O)[O-])cc2sn1-c1ccc(Br)cc1 | 6 | -33
O=C(Nc1nnc(CSCc2ccc(Cl)cc2)s1)c1cccc([N+](=O)[O-])c1 | -8 | 95
CSc1nc(Cl)c(Cc2ccc(OC(C)C)cc2)c(N(C)C)n1 | -12 | 97
COc1ccc(CCNC(=O)CSCc2ccc(F)cc2)cc1OC | 0 | 1
CCC(C)NS(=O)(=O)c1ccc(S(=O)(=O)N(CCc2ccc(OC)c(OC)c2)Cc2cccs2)cc1 (centres undefined) | -2 | 61
Cc1ccc(S(=O)(=O)/C=C/c2ccccc2)cc1 | 2 | -15
COC(=O)/C=C\C(=O)Nc1cccc([N+](=O)[O-])c1 | -2 | 25
CCN(CC)C(=O)Cn1c(=O)c2ccccc2n2c(=S)sc(-c3cccc(C)c3)c12 | 36 | -4
CC1(C)C2CC=C(/C=N/NC(=O)c3ccc(O)cc3)C1C2 (centres undefined) | -2 | -9
CCOC(=O)c1cccc(-n2c(-c3ccc(OC)cc3)nc3nc4ccccc4nc32)c1 | 82 | 3
CCOCCOC(NC(=O)c1ccccc1)(C(F)(F)F)C(F)(F)F | 1 | -3
COc1ccc(-c2cc(C(=O)NN)n(-c3ccccc3)n2)cc1 | 2 | 7
O=C(CN1C(=O)S/C(=C/c2cc(Br)cs2)C1=O)N1CCOCC1 | -4 | 1

One compound at a time, from the list above. Order of screens: Mac1 fbg enh | Mac1 fbg inh
`Cc1nn(-c2ccccc2)c(N2CCCC2)c1/C=N/NC(=O)c1cc(-c2cccs2)nc2ccccc12` across the screens: 32 | 18
`CC(=O)N/C(=C\c1ccccc1)C(=O)OCC(=O)N(C)C1CCCCC1` across the screens: -3 | -1

In the list so far, three contain a CF3 group.
SMILES | Mac1 fbg enh | Mac1 fbg inh
Cc1cc(C(=O)Cn2ncc(Cl)c(Cl)c2=O)c(C)n1CC(F)(F)F | 61 | -16
N#CCCn1nc(-c2ccc(Cl)cc2)cc1Nc1ccccc1NC(=O)C(F)(F)F | -7 | 56
CCOCCOC(NC(=O)c1ccccc1)(C(F)(F)F)C(F)(F)F | 1 | -3

Next part:
SMILES | Mac1 fbg enh | Mac1 fbg inh
O=C(CCCOc1ccc(Cl)cc1Cl)N/N=C/c1cccc([N+](=O)[O-])c1 | 12 | 7
CCOC(=O)c1c(C)[nH]c(C)c1C(=O)COC(=O)/C=C/c1cccc(F)c1 | -4 | 4
CN(C)C(CNC(=S)Nc1ccccc1)c1cccnc1 (centres undefined) | 6 | -20
Fc1ccc(CSc2ccc3nnc(-c4cccs4)n3n2)cc1 | 42 | -2
Cc1ccc2nc(CSc3nnc(Nc4ccccc4F)s3)cc(=O)n2c1 | 7 | -1
O=C(COC(=O)c1cccnc1Nc1cccc(C(F)(F)F)c1)NC1CCS(=O)(=O)C1 (centres undefined) | -2 | 50
COc1ccc(OC)c(-n2c(=O)c3ccccc3c3ccccc3c2=O)c1 | 11 | 1
COc1ccc(C)cc1S(=O)(=O)N(CC(=O)Nc1cccc([N+](=O)[O-])c1)c1ccc(C)cc1 | 0 | 22
O=C(CSc1nc2ccccc2c(=O)n1-c1ccccc1)N1CCc2ccccc21 | 9 | -3
Cc1cccc(-n2[nH]c3c4c(ccc3c2=O)C(=O)c2ccccc2C4=O)c1 | 2 | 2
Cc1cc2oc(=O)cc(CSc3nnc(-c4cccs4)o3)c2cc1C(C)C | 0 | 37
Cc1cc(NS(=O)(=O)c2ccc(Nc3nc(-c4ccc(O)cc4)cs3)cc2)no1 | 6 | -12
O=C(Nc1ccccc1-c1ccccc1)c1cccc(C(F)(F)F)c1 | -2 | -4
Cc1ccc(CN2CCN(/N=C/c3cc(Br)cc(Br)c3O)CC2)c(C)c1 | 6 | -9
O=C(Oc1cccc(NC(=O)c2cccs2)c1)c1cccc(S(=O)(=O)N2CCCC2)c1 | 1 | -27
CC(=O)N1N=C(c2ccc(Br)cc2)OC1(C)CC(=O)Nc1ccccc1 (centres undefined) | 5 | 18
O=C(CSc1ccc(-c2cccs2)nn1)N1CCCCC1 | 8 | 0
O=C(Cc1ccccc1)NN1C(=O)C2C3C=CC([C@@H]2C1=O)C31CC1 (some centres undefined) | 0 | -14
O=C(COC(=O)Cn1cnc2ccccc21)Nc1cccc2c1C(=O)c1ccccc1C2=O | 8 | -2
Cn1cnnc1SCC(=O)Nc1cccc(S(=O)(=O)N2CCCCCC2)c1 | -1 | 1
O=C(COC(=O)c1cnc(Cl)c(Cl)c1)NCc1ccc2c(c1)OCO2 | -1 | -4
CCCN(CC(=O)Nc1ccc(Cl)cc1Cl)C(=O)/C=C/c1ccco1 | -4 | 4
CCOc1ccc(C2=Nc3ccc(Br)cc3C(c3ccc(N4CCOCC4)cc3)=NN2)cc1 | 31 | 4
Cc1cccc(C(=O)N[C@H](C(=O)OCC(=O)NC(=O)c2cccn2C)C(C)C)c1 | 6 | 7
Cn1c(N)c(C(=O)COC(=O)CSc2ccccc2)c(=O)n(C)c1=O | -1 | 9
More entries:
SMILES | Mac1 fbg enh | Mac1 fbg inh
C=CCN(c1cccc(C(F)(F)F)c1)S(=O)(=O)c1cccc(C(=O)OCC(=O)NC)c1 | 6 | -13
CCOC(=O)C1=C(CP(=O)(c2ccccc2)c2ccccc2)NC(=O)NC1c1ccc(OC)cc1 (centres undefined) | -2 | 0
CCCOc1ccc(Br)cc1CSC(=N)N | -7 | 102*
O=C(c1cc([N+](=O)[O-])ccc1N1CCCCC1)N1CCc2ccccc21 | -1 | 21
O=C1C(NS(=O)(=O)c2ccc(Cl)cc2)=C(N2CCCCC2)C(=O)c2ccccc21 | 2 | 29
COc1ccc(N2CCN(Cc3nnc(-c4ccccc4)o3)CC2)cc1 | 0 | -32
Cc1cc(NC(=O)CCCN2C(=O)/C(=C\c3cccs3)SC2=S)no1 | 25 | -12
CCCCc1c(C)nc2ccccc2c1SCCC#N | 9 | -1
O=C(N/N=C/c1ccc(-c2ccccc2C(=O)O)o1)c1cccs1 | -4 | 24
CCc1cccc(CC)c1NC(=O)/C(C#N)=C/c1ccccc1C(F)(F)F | 4 | 17
Cc1cc(C)cc(-n2c(SC(C)C(=O)NCc3ccc4c(c3)OCO4)nc3ccccc3c2=O)c1 (centres undefined) | 15 | -8
COc1cc(/C=C/C(=O)C2C(=O)C=C(C)OC2=O)cc(OC)c1O (centres undefined) | 15 | 1
CCN(CC(=O)NC(C)(C)C)C(=O)CCl | 2 | -3
Cc1ccc(-c2nnc(NCc3ccccc3)c3ccccc23)cc1 | 6 | 17
CC(SCc1ccccc1)C(=O)N/N=C/c1cccs1 (centres undefined) | -2 | 3
Cc1cc(Cl)ccc1NC(=S)N1CCN(Cc2ccccc2)CC1 | 8 | 19

Random excerpt: two compounds from above
SMILES | Mac1 fbg enh | Mac1 fbg inh
CCOC(=O)C1=C(CP(=O)(c2ccccc2)c2ccccc2)NC(=O)NC1c1ccc(OC)cc1 (centres undefined) | -2 | 0
COc1cc(/C=C/C(=O)C2C(=O)C=C(C)OC2=O)cc(OC)c1O (centres undefined) | 15 | 1
